High-throughput results deposited in PubChem by Broad Institute.
PglD DTNB: blocks C. jejuni PglD acetyltransferase activity; purified PglD enzyme, DTNB colorimetric CoA detection; inhibition, % at 12.5 µM; 0.098% of 360,000 active; in the data active = inhibition above about 16%, passing the limit was not always enough; inconclusive = no clear call, values can overlap the other calls; also: strong numbers were not always called active
S100A4 MyoIIA: S100A4-myosin IIA interaction inhibition. AID 652163. S100A4/TAMRA-MyoIIA peptide fluorescence polarization. inhibition, % at 10.7 µM. 0.14% of 360,000 active. P26447;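 active = mean inhibition of at least 70% across replicates, with every replicate also reaching that level; inconclusive = mean inhibition reaches 70% but some replicates fall short; inactive = mean inhibition below 70%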
Target sequence (P26447 whole entry, looked up): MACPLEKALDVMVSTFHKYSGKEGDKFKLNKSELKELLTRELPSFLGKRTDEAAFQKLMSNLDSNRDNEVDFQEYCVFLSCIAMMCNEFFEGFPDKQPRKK
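System – human S100A4 monomer protein, biochemical binding assay · Buffer or medium – Calcium-containing HEPES buffer, pH 7.2 · Timing – 5 min between mix addition and reading · Also added – TAMRA-labelled myosin IIA heavy-chain peptide probe, 5 nM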
SIRT5 inh: sirtuin-5 (human) deacylase inhibition; Purified SirT5, succinyl-peptide AMC, trypsin-coupled fluorescence; AID 652115; inhibition, % at 15 µM; Q9NXA8; 1.1% of 330,000 active; in the data active = inhibition above about 15%; inconclusive = no clear call, values can overlap the other calls
Target sequence (Q9NXA8 whole entry, looked up): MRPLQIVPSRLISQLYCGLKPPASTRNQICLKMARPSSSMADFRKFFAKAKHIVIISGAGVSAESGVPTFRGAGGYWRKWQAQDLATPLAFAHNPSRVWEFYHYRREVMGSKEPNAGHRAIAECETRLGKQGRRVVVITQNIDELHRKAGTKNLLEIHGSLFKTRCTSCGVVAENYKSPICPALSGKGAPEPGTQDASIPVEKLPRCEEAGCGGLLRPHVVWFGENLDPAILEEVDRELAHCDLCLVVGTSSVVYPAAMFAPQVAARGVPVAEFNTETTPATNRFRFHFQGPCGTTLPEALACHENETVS
E-sel inducer: E-selectin induction on HUVECs. P16581. HUVEC E-selectin immunofluorescence imaging; normalized: neutral wells 0, TNF-alpha wells 100. activation, % at 7.58 µM. 0.37% of 260,000 active. AID 686992;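 active = mean E-selectin-positive cell signal at least 10% of the positive control, reached in at least 60% of replicates, without over 20% cell loss; inconclusive = no rule given, readout overlaps actives, possibly toxicity-flagged; inactive = the rest, including those meeting only one limit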;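 also: in these data hits start at about 27%; measured in HUVEC primary endothelial cells; signal is the percent of cells scored E-selectin positive by PE staining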
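Material: HUVEC primary endothelial cells; Amount: 3,000 cells per well; Dosing: single concentration; Medium: EGM-2 growth medium on 0.1% gelatin-coated wells; Read-out basis: percent E-selectin-positive cells; Signal: immunofluorescence imaging; Control set: TNF-alpha, DMSO.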
Statin myotox sup: suppression of simvastatin myotoxicity; C2C12 myotubes + simvastatin, ATP luminescence, 48 h; scaled: DMSO 0, geranylgeraniol control 100; rescue of ATP level, % at 7.49 µM; 0.78% of 330,000 active; AID 602340;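 active = mean ATP rescue above about 67%, or every replicate alone reaching that limit, limit read from the data, passing the limit was not always enough; inconclusive = no clear call, values can overlap the other calls; inactive = mean under the limit and some replicate under it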;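 also: myotubes were challenged with 10 µM simvastatin during compound exposure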
DENV2 CPE: DENV2-induced cell death inhibition | DENV2-infected cells, cytopathic effect rescue, plate reader | CPE inhibition, % at 9.99 µM | 1.7% of 350,000 active; in the data active = CPE inhibition above about 20%, passing the limit was not always enough; inconclusive = no clear call, values can overlap the other calls; tested in BHK-21 cells;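 also: 0% = median of neutral control wells and 100% = median of positive control wells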
ERp5 block: ERp5 (human) disulfide isomerase inhibition; Q15084; 0.05% of 350,000 active; AID 651711; ERp5 insulin aggregation, absorbance 650 nm, 90 min; inhibition, % at 9.99 µM;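 active = mean replicate inhibition above about 25%, with every replicate also reaching it, limit read from the data, passing the limit was not always enough; inconclusive = only one of those two criteria met; inactive = neither criterion met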
Target sequence (Q15084 whole entry, looked up): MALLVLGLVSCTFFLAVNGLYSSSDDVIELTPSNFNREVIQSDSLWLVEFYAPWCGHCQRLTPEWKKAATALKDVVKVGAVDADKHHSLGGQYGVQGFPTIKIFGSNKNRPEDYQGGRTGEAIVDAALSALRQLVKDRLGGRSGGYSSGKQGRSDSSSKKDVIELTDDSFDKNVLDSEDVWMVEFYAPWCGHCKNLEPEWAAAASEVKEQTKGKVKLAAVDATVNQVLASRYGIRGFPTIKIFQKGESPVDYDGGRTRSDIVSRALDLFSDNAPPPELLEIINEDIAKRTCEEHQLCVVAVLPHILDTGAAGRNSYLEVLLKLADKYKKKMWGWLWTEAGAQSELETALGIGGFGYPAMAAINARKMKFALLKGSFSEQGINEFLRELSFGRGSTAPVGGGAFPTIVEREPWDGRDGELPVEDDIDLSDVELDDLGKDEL
* = called active by the depositor; ? = inconclusive; nt = no result given. This is a subset; rates above refer to the full screens.

molecule | PglD DTNB | S100A4 MyoIIA | SIRT5 inh | E-sel inducer | Statin myotox sup | DENV2 CPE | ERp5 block
CC(C)(C)NC(=O)C(c1ccc(Cl)cc1)N(Cc1ccco1)C(=O)CCl (configuration not stated) | -7.1 | 1.3 | 1.3 | nt | 8.9 | ? | 0.8
CC(C)CC#Cc1ccc2c(c1)O[C@@H](CN(C)C(=O)Cc1ccncc1)[C@@H](C)CN([C@H](C)CO)S2(=O)=O | -2.9 | -9.4 | 13.8 | 0.0 | 16.1 | 0.1 | -0.9
CC(C)Cc1nc2oc3c(Cl)ncnc3c2c2c1CCC2 | nt | -1.4 | 3.5 | nt | nt | 0.4 | -5.5
CC(=O)c1ccccc1NC(=O)CSc1nnc(Cc2csc(C)n2)o1 | nt | 0.8 | -1.6 | -1.6 | -7.6 | -7.0 | 1.5
CCc1ccc(N(CC(=O)N2CCCC2)S(C)(=O)=O)cc1 | -4.6 | -4.1 | nt | -0.2 | 0.3 | ? | -1.9
CCC(C)[C@H](NC(=O)Nc1ccccc1F)C(=O)OC (some centres not stated) | nt | -5.2 | -0.3 | 2.2 | 2.9 | -2.2 | -0.3
CC(C)C#Cc1ccc([C@@H]2[C@H](CO)N3CCCCN(C(=O)c4ccc(F)cc4)C[C@@H]23)cc1 | -1.2 | 7.1 | 0.2 | -0.2 | -53.1 | -4.7 | -5.3
CCCn1ncc(CN2CCC(CO)(CC3CCCCO3)CC2)c1C (configuration not stated) | nt | -3.6 | -0.1 | nt | 6.5 | -0.6 | 1.7
O=C(COc1ccccc1Cl)Nc1ccccc1C(=O)N1CCCCC1 | 0.9 | -1.3 | -5.3 | -0.1 | 5.0 | -8.3 | -0.6
C[C@H]1CN([C@@H](C)CO)C(=O)c2c(c3ccccc3n2C)-c2ccccc2CO[C@@H]1CN(C)Cc1ccc(F)cc1 | nt | 17.1 | nt | -0.3 | nt | 16.0 | -1.7
O=C(C[C@@H]1C[C@@H]2c3cc(NC(=O)CC4CC4)ccc3O[C@@H]2[C@@H](CO)O1)NCc1cccnc1 | 1.4 | 2.3 | 0.8 | 0.1 | -2.3 | ? | -145.1
COc1ccc(C(=O)C2CCCN(C(=O)c3cccs3)C2)cc1F (configuration not stated) | nt | 1.4 | 0.9 | -0.2 | nt | 1.8 | -3.2
C[C@@H]1CCCCO[C@H](CN(C)S(=O)(=O)c2cccs2)[C@H](C)CN([C@@H](C)CO)C(=O)c2cc(NS(=O)(=O)c3ccc(F)cc3)ccc2O1 | 0.1 | -5.6 | 5.8 | nt | nt | 6.6 | 3.2
CCOCCCN(C)C1CCN(C(=O)c2oc3ccccc3c2NC(=O)c2ccc([N+](=O)[O-])cc2)CC1 | -4.6 | -1.1 | 4.1 | nt | 16.7 | 4.5 | 5.1
C[C@@H]1CN([C@@H](C)CO)C(=O)Cc2cc(NS(=O)(=O)c3cn(C)cn3)ccc2O[C@H]1CN(C)Cc1ccccc1 | -2.4 | -68.0 | 0.9 | 1.5 | 1.4 | 25.3* | 0.4
CCCNC(=O)C[C@@H]1CC[C@@H]2[C@H](COc3ccc(NC(=O)c4ccc5c(c4)OCO5)cc3C(=O)N2C)O1 | 2.4 | 4.1 | 1.8 | 0.0 | -3.2 | 2.5 | 0.3
CNc1ccc2ncc(-c3ccccc3NC(C)=O)n2n1 | 3.9 | -4.6 | -10.1 | 0.5 | 5.1 | 0.4 | -6.6
COc1ccc(NC(=O)C(CC(=O)O)C(C)c2ccccc2)cc1 (configuration not stated) | nt | 10.3 | 0.4 | nt | 3.1 | -4.9 | -7.7
C[C@@H]1COc2cccc(N3CCC[C@@H]3CO)c2S(=O)(=O)N1 | nt | -2.9 | 2.4 | 4.2 | nt | 0.9 | 5.7
NC(=O)c1ccsc1NC(=O)CS(=O)(=O)c1ccc(Cl)cc1 | -4.2 | 13.5 | 0.6 | nt | -1.3 | -1.3 | -1.0
CC1CCCC(C)N1C(=O)COc1ccc([N+](=O)[O-])cc1Cl (configuration not stated) | nt | -2.3 | -0.7 | 0.8 | nt | 4.0 | -2.2
O=C(CSc1n[nH]c(-c2ccc(Br)cc2)n1)N1CCOCC1 | nt | 1.7 | -2.1 | nt | -7.4 | 2.6 | 2.7
C[C@@H]1CN([C@@H](C)CO)C(=O)c2cc(-c3cccc(C(=O)N(C)C)c3)cnc2O[C@H]1CN(C)S(=O)(=O)c1ccccc1 | -4.2 | 4.7 | -0.7 | 0.4 | 11.4 | 0.1 | -4.7
O=C(c1cccnc1)N1CC(=O)N2[C@H](CO)[C@H](c3ccc(-c4ccccc4F)cc3)[C@@H]2C1 | nt | nt | -6.2 | 0.1 | nt | -3.3 | nt
COc1ccc(C(=O)N(C)CC2CCN(CCc3cccc(C(F)(F)F)c3)CC2)cc1C | 9.2 | -69.3 | -2.1 | 0.0 | -3.6 | -4.0 | 0.3
CC(C)[C@H](NC(=O)c1ccco1)C(=O)OCC(=O)NC12CC3CC(CC(C3)C1)C2 | -0.1 | 0.5 | -4.5 | nt | -4.1 | 0.2 | -1.4
C[C@@H]1CN([C@H](C)CO)C(=O)c2cccc(NC(=O)C3CCCCC3)c2O[C@H]1CN(C)Cc1ccccc1 | 0.9 | 1.8 | 4.0 | 0.4 | 3.9 | 11.1 | -4.4
CCOC(=O)c1oc2ccccc2c1NC(=O)CCl | nt | 6.0 | -2.5 | -0.1 | nt | -11.0 | 1.4
COc1ccc(-c2noc(CSc3nc4sc(C)c(C)c4c(=O)n3-c3ccccc3)n2)cc1OC | 2.3 | -0.3 | -1.4 | nt | -5.9 | -3.7 | 4.1
COc1ccc(C(=O)Nc2ccnn2C2CCN(C(=O)c3cccnc3)CC2)cc1 | 0.1 | -3.1 | -1.8 | 0.7 | nt | 11.7 | -10.9

Three structures out of the list, ordered by number of heavy atoms, descending:
molecule | PglD DTNB | S100A4 MyoIIA | SIRT5 inh | E-sel inducer | Statin myotox sup | DENV2 CPE | ERp5 block
C[C@@H]1CN([C@@H](C)CO)C(=O)c2cc(-c3cccc(C(=O)N(C)C)c3)cnc2O[C@H]1CN(C)S(=O)(=O)c1ccccc1 | -4.2 | 4.7 | -0.7 | 0.4 | 11.4 | 0.1 | -4.7
CCCNC(=O)C[C@@H]1CC[C@@H]2[C@H](COc3ccc(NC(=O)c4ccc5c(c4)OCO5)cc3C(=O)N2C)O1 | 2.4 | 4.1 | 1.8 | 0.0 | -3.2 | 2.5 | 0.3
CC(=O)c1ccccc1NC(=O)CSc1nnc(Cc2csc(C)n2)o1 | nt | 0.8 | -1.6 | -1.6 | -7.6 | -7.0 | 1.5

Carrying on:
molecule | PglD DTNB | S100A4 MyoIIA | SIRT5 inh | E-sel inducer | Statin myotox sup | DENV2 CPE | ERp5 block
O=C(CN1C(=O)CCC1=O)Nc1nc(-c2ccccn2)cs1 | -4.0 | -17.2 | nt | 2.6 | 7.8 | 7.5 | 2.7
CCn1c(C)nc2cc(OC)ccc21 | 1.4 | 3.7 | -1.1 | nt | -5.1 | 5.5 | -2.5
Cc1cccn2cc(CNS(=O)(=O)c3cccc(F)c3)nc12 | -2.0 | 1.7 | -5.2 | nt | -14.1 | 2.4 | 0.5
CCN1[C@@H]2Cn3c(ccc(/C=C/c4ccccc4)c3=O)[C@H]1[C@@H](C(=O)N1CCOCC1)[C@@H]2CO | 2.1 | 44.8 | -89.6 | 0.1 | 2.5 | 20.0 | -1.4
Cc1ccc(NC(=O)C2CCN(S(=O)(=O)c3ccc(C(C)(C)C)cc3)CC2)cc1S(=O)(=O)N1CCOCC1 | 4.8 | -0.9 | -1.3 | nt | -7.4 | 0.3 | -0.7
COc1cccc(S(=O)(=O)N2CCCCN3[C@@H](CO)[C@H](c4ccc(-c5cncnc5)cc4)[C@@H]3C2)c1 | -0.6 | -5.9 | -0.5 | -0.5 | nt | 16.2 | -0.7
C[C@H]1CN([C@@H](C)CO)S(=O)(=O)c2ccc(C#CC3(O)CCCC3)cc2O[C@H]1CN(C)C(=O)c1ccncc1 | 0.1 | 6.4 | -4.0 | 0.1 | -12.0 | 5.1 | 13.8
O=C(COc1ccccc1)N1CCN=C1SCc1ccc(F)cc1 | 1.8 | -14.9 | 5.4 | nt | 9.7 | 11.1 | 5.9
Cc1noc(C)c1S(=O)(=O)Nc1ccc2c(c1)C(=O)N([C@@H](C)CO)C[C@@H](C)[C@@H](CN(C)S(=O)(=O)c1ccccc1)O2 | -0.9 | -16.0 | -7.3 | 0.1 | -4.5 | -11.2 | -4.5
COc1ccc(CN(C)C[C@H]2Oc3c(NS(=O)(=O)c4ccccc4)cccc3C(=O)N([C@H](C)CO)C[C@@H]2C)cc1 | 0.1 | 0.9 | 6.8 | -0.2 | 21.6 | -8.2 | -0.4
CN(C)C(CNC(=O)c1ccc(S(=O)(=O)Nc2cccc(C(F)(F)F)c2)cc1)c1ccco1 (configuration not stated) | 4.0 | -10.9 | 14.5 | 1.5 | -5.7 | 3.6 | 5.1
COc1ccc(NC(=O)C(OC(=O)c2cnc(C)cn2)c2ccccc2)cc1Cl (configuration not stated) | nt | -1.2 | -2.2 | nt | 2.1 | 74.5* | -7.3
NC(=O)c1ccc(NC(=O)COC(=O)CCCOc2ccccc2)cc1 | nt | 2.7 | -2.3 | -0.1 | nt | 0.5 | 0.3
Cc1ccc2nc(N(CCCN(C)C)C(=O)c3ccco3)sc2c1 | nt | 9.1 | -3.9 | 15.1 | nt | 1.0 | 1.8
COc1ccc(Cn2c(SCC#N)nc3ccc(N4CCOCC4)cc3c2=O)cc1 | nt | -2.3 | 8.1 | 10.4 | nt | -11.9 | 2.5
C[C@H]1CN([C@@H](C)CO)C(=O)c2cc(C#CCN(C)C)cnc2O[C@@H]1CN(C)C(=O)CN1CCOCC1 | -2.3 | -7.6 | 1.1 | 0.0 | 13.2 | 15.4 | 1.1
COCCN(C(=S)Nc1c(C)cccc1C)C(C)c1cccs1 (configuration not stated) | nt | -2.7 | -2.6 | -0.4 | -3.3 | -0.1 | -3.6
NCCCNC(=S)NCCCN(Cc1ccc(Cl)cc1)c1ccc(Br)cn1 | 1.3 | -12.2 | -3.1 | 0.0 | 13.7 | -3.2 | 3.1
COc1ccc(NC(=O)N(C)C[C@H]2Oc3ccc(NS(=O)(=O)c4c(C)noc4C)cc3CC(=O)N([C@H](C)CO)C[C@@H]2C)cc1 | -2.3 | 31.5 | -0.1 | nt | 8.7 | 14.3 | -4.7
Cc1ccc(-c2ccc([C@H]3[C@H](CO)N4C(=O)CN(C(=O)CN5CCOCC5)C[C@@H]34)cc2)cc1 | nt | 13.4 | -2.4 | -0.2 | nt | -0.9 | -0.4
CN(C)C(=O)CSc1cnc2ccccc2n1 | nt | -5.6 | -1.4 | nt | nt | 1.2 | 0.8
O=C(Nc1nnc(-c2ccncc2)o1)c1ccccc1 | nt | -13.0 | 1.9 | nt | nt | -2.4 | -1.4
CC(C)(C)c1ccc(C2(C)NC(=O)N(CC(=O)c3ccc[nH]3)C2=O)cc1 (configuration not stated) | 4.4 | -0.8 | -1.0 | nt | -12.0 | -6.0 | -0.5
Cn1cnc(CCNC(=O)C[C@H]2CC[C@H]3[C@@H](COC[C@H](O)CN3C(=O)Nc3ccc(Cl)cc3)O2)c1 | -0.8 | -6.5 | -1.5 | -0.1 | -3.0 | 7.6 | 3.3
C[C@@H]1CCCCO[C@H](CN(C)S(C)(=O)=O)[C@@H](C)CN([C@@H](C)CO)C(=O)c2cc(NS(=O)(=O)c3cn(C)cn3)ccc2O1 | -1.9 | 5.3 | 0.2 | -0.2 | nt | 0.4 | -6.3
COc1ccc(CN(C)C[C@@H]2Oc3c(NS(=O)(=O)c4ccc(C)cc4)cccc3C(=O)N([C@@H](C)CO)C[C@H]2C)cc1 | -2.6 | -2.2 | 1.0 | 0.2 | -5.6 | -12.8 | 2.0
C[C@H](CO)N1C[C@H](C)[C@@H](CN(C)C(=O)Nc2cccc3ccccc23)Oc2ccc(NS(=O)(=O)c3ccc(F)cc3)cc2CC1=O | 1.4 | -27.2 | 3.1 | 0.0 | 40.2 | -3.2 | 19.3
